Source: PubChem (Broad Institute)
BioA inh: blocks M. tuberculosis BioA enzyme activity. purified M. tuberculosis BioA enzyme, plate reader. 0.096% of 360,000 active. inhibition, % at 9.99 µM; in the data active = inhibition above about 40%
* hit, by the source's call. A portion of the library; rates above refer to the full screens.

| SMILES | BioA inh |
| --- | --- |
| Cc1ccc(S(=O)(=O)N(C)C[C@@H]2Oc3c(NC(=O)NC4CCCCC4)cccc3C(=O)N([C@@H](C)CO)C[C@H]2C)cc1 | 2.1 |
| C[C@H](CO)N1C[C@H](C)[C@@H](CN(C)S(=O)(=O)c2ccc(Cl)cc2)Oc2c(NS(=O)(=O)c3ccc(F)cc3)cccc2C1=O | -3.8 |
| C[C@@H]1CCCCO[C@@H](CN(C)C(=O)CCC(F)(F)F)[C@@H](C)CN([C@@H](C)CO)C(=O)c2cc(NC(=O)Nc3ccc4c(c3)OCO4)ccc2O1 | -0.8 |
| Cc1ccc(S(=O)(=O)N(C)C[C@H]2Oc3c(NC(=O)Nc4cccc5ccccc45)cccc3C(=O)N([C@H](C)CO)C[C@@H]2C)cc1 | 0.3 |
| O=C(C[C@H]1CC[C@H]2[C@@H](COC[C@@H](O)CN2Cc2ccc(F)cc2)O1)NCCc1ccccc1 | -0.5 |
| Cc1noc(C)c1S(=O)(=O)Nc1ccc2c(c1)C(=O)N([C@@H](C)CO)C[C@H](C)[C@H](CN(C)C(=O)C1CCCCC1)OCCCC[C@H](C)O2 | -1.6 |
| CCCNC(=O)N1[C@@H](CO)[C@H](c2ccccc2)[C@@H]1CNC(=O)c1ccc(F)cc1 | -2.5 |
| COc1ccccc1C(=O)N1C[C@@H]2[C@H](c3ccccc31)[C@H](CO)N2CC1CCCC1 | -2.2 |
| CC(=O)N(C)C[C@@H]1Oc2cc(C#Cc3cccc(F)c3)ccc2S(=O)(=O)N([C@H](C)CO)C[C@H]1C | 10 |
| Cc1cc(C(=O)Nc2cccc3c2O[C@@H](CN(C)Cc2ccc(C(=O)Nc4ccccc4N)cc2)[C@@H](C)CN([C@H](C)CO)C3=O)n(C)n1 | 0.3 |

Reformatted as labelled records: entries from further up
> Cc1cc(C(=O)Nc2cccc3c2O[C@@H](CN(C)Cc2ccc(C(=O)Nc4ccccc4N)cc2)[C@@H](C)CN([C@H](C)CO)C3=O)n(C)n1
  BioA inh = 0.3

> O=C(C[C@H]1CC[C@H]2[C@@H](COC[C@@H](O)CN2Cc2ccc(F)cc2)O1)NCCc1ccccc1
  BioA inh = -0.5

> C[C@H](CO)N1C[C@H](C)[C@@H](CN(C)S(=O)(=O)c2ccc(Cl)cc2)Oc2c(NS(=O)(=O)c3ccc(F)cc3)cccc2C1=O
  BioA inh = -3.8

> CCCNC(=O)N1[C@@H](CO)[C@H](c2ccccc2)[C@@H]1CNC(=O)c1ccc(F)cc1
  BioA inh = -2.5

Further entries follow:
| SMILES | BioA inh |
| --- | --- |
| Cc1cccc(-c2ccc([C@@H]3[C@@H](CO)N4CCCCN(C(=O)c5ccncc5)C[C@H]34)cc2)c1 | 3.4 |
| C[C@@H]1CN([C@H](C)CO)C(=O)c2cc(C#Cc3cccnc3)cnc2O[C@H]1CN(C)C(=O)CN(C)C | 3.8 |
| Cc1noc(C)c1S(=O)(=O)Nc1ccc2c(c1)C(=O)N([C@H](C)CO)C[C@H](C)[C@H](CN(C)C(=O)CCCN(C)C)OCCCC[C@@H](C)O2 | -2.3 |
| COc1ccc(S(=O)(=O)Nc2ccc3c(c2)CC(=O)N([C@@H](C)CO)C[C@@H](C)[C@@H](CN(C)C)O3)cc1 | 0.0 |
| Cc1noc(C)c1NC(=O)N(C)C[C@H]1Oc2c(NC(=O)C3CCOCC3)cccc2C(=O)N([C@H](C)CO)C[C@@H]1C | 0.6 |
| C[C@H]1CN([C@@H](C)CO)S(=O)(=O)c2ccc(C#Cc3cccnc3)cc2O[C@H]1CN(C)C(=O)CN(C)C | -3.0 |
| C[C@@H]1CCCCO[C@@H](CN(C)S(=O)(=O)c2ccccc2)[C@@H](C)CN([C@@H](C)CO)C(=O)c2cc(NC(=O)c3ccccc3)ccc2O1 | -2.5 |
| CNC[C@@H]1Oc2ccc(NS(C)(=O)=O)cc2CC(=O)N([C@H](C)CO)C[C@H]1C | 0.3 |
| COc1ccc(NC(=O)N[C@H]2CC[C@H](CCn3cc(-c4ccccc4)nn3)O[C@@H]2CO)cc1 | -0.4 |
| C[C@H](CO)N1C[C@H](C)[C@H](CN(C)S(=O)(=O)c2cn(C)cn2)Oc2ncc(C#Cc3ccccc3)cc2C1=O | 0.5 |
| C[C@@H]1CN([C@H](C)CO)C(=O)c2cccc(NC(=O)c3ccncc3)c2O[C@H]1CN(C)C(=O)Nc1ccccc1 | -5.3 |
| O=C(NCC[C@H]1CC[C@H](NC(=O)c2ccccc2F)[C@@H](CO)O1)c1ccc2c(c1)OCO2 | -0.6 |
| C/C=C/c1ccc([C@H]2[C@@H](CO)N3CCCCN(C(=O)c4ccc(F)cc4)C[C@@H]23)cc1 | 3.8 |
| O=C([C@@H]1N[C@@H]2c3ccc(-c4ccccc4)c(=O)n3C[C@@H]2[C@H]1CO)N1CCOCC1 | -1.8 |
| O=C(CCCCCCC(=O)Nc1ccc(CO)cc1)NOCc1ccccc1 | -1.5 |
| C[C@H](CO)N1C[C@H](C)[C@H](CN(C)C(=O)C2CCCCC2)Oc2ncc(C#CC3CCCC3)cc2C1=O | -3.2 |
| Cc1noc(C)c1S(=O)(=O)Nc1ccc2c(c1)CC(=O)N([C@@H](C)CO)C[C@H](C)[C@@H](CN(C)CC1CCCCC1)O2 | 0.8 |
| Cc1noc(C)c1NC(=O)N(C)C[C@@H]1OCCCC[C@H](C)Oc2ccc(NC(=O)c3ccncc3)cc2C(=O)N([C@H](C)CO)C[C@@H]1C | -2.3 |
| COc1ccc(NC(=O)N(C)C[C@@H]2Oc3ccc(NS(=O)(=O)c4c(C)noc4C)cc3C(=O)N([C@@H](C)CO)C[C@H]2C)cc1 | -1.6 |
| Cc1noc(C)c1NC(=O)Nc1cccc2c1O[C@@H](CN(C)C(=O)Nc1ccc(C(F)(F)F)cc1)[C@H](C)CN([C@H](C)CO)C2=O | 5.1 |
| C[C@H]1CCCCO[C@@H](CN(C)Cc2ccc3c(c2)OCO3)[C@@H](C)CN([C@@H](C)CO)C(=O)c2cc(NS(=O)(=O)c3ccccc3)ccc2O1 | 4.9 |
| CCNC(=O)C[C@H]1CC[C@@H]2[C@@H](COc3ccc(NC(=O)Nc4cccc(OC)c4)cc3C(=O)N2C)O1 | 7.3 |
| C[C@@H]1CCCCO[C@@H](CN(C)Cc2ccc(C(F)(F)F)cc2)[C@@H](C)CN([C@H](C)CO)C(=O)c2cc(NS(=O)(=O)c3ccc(Cl)cc3)ccc2O1 | -0.5 |
| CCCNC(=O)C[C@@H]1CC[C@@H]2[C@H](COc3ccc(NC(=O)CC)cc3C(=O)N2C)O1 | 9.3 |
| C[C@@H]1CN([C@H](C)CO)S(=O)(=O)c2ccc(-c3ccncc3)cc2O[C@@H]1CN(C)S(C)(=O)=O | -2.0 |
| C[C@H]1CN([C@@H](C)CO)C(=O)c2cc(NC(=O)CCN3CCOCC3)ccc2O[C@H]1CN(C)Cc1ccc(Oc2ccccc2)cc1 | 2.5 |
| CCN(C[C@@H]1N[C@@H](CO)[C@H]1c1ccccc1)C(=O)c1ccncc1 | 7.2 |
| CC(=O)N(C)C[C@H]1Oc2ncc(-c3ccc(F)cc3)cc2C(=O)N([C@H](C)CO)C[C@H]1C | -4.0 |
| C[C@@H](NC(=O)C[C@@H]1CC[C@@H]2[C@H](COc3ccc(NS(=O)(=O)c4ccc(Cl)cc4)cc3C(=O)N2C)O1)c1ccccc1 | -2.8 |
| CCC(=O)Nc1ccc2c(c1)OC[C@@H](C)N(CCC(F)(F)F)C[C@@H](C)[C@@H](OC)CN(C)C2=O | -2.2 |
| CO[C@@H]1CN(C)C(=O)c2ccc(NC(C)=O)cc2OC[C@H](C)N(Cc2ccc(F)cc2)C[C@H]1C | 2.1 |
| C[C@H]1CN([C@@H](C)CO)S(=O)(=O)c2ccc(C#CC3CC3)cc2O[C@@H]1CN(C)C(=O)c1ccccn1 | -0.7 |
| C[C@@H]1CN([C@@H](C)CO)C(=O)Cc2cc(NS(=O)(=O)c3cn(C)cn3)ccc2O[C@H]1CN(C)Cc1ccc2c(c1)OCO2 | 0.6 |
| C[C@H](CO)N1C[C@H](C)[C@H](CN(C)C(=O)Nc2ccc(F)cc2)OCCCC[C@H](C)Oc2ccc(NC(=O)Nc3ccc(F)cc3)cc2C1=O | 5.6 |
| C[C@@H]1CN([C@H](C)CO)C(=O)c2cccc(NC(=O)c3nc4ccccc4s3)c2O[C@H]1CN(C)S(=O)(=O)c1ccc(Cl)cc1 | -0.1 |
| C[C@H](CO)N1C[C@H](C)[C@H](CN(C)CC2CCCCC2)OCCCC[C@H](C)Oc2ccc(NC(=O)Nc3ccc(F)cc3)cc2C1=O | -1.9 |
| CN(C)CC#Cc1ccc([C@H]2[C@H]3CN(S(=O)(=O)c4ccccc4F)CCCCN3[C@H]2CO)cc1 | 2.4 |
| COc1ccccc1NC(=O)N1C[C@@H](O)COC[C@@H]2O[C@H](CC(=O)N3CCC(Cc4ccccc4)CC3)CC[C@H]21 | 1.2 |
| C[C@@H](NC(=O)C[C@@H]1C=C[C@@H](NC(=O)C2CCC2)[C@@H](CO)O1)c1ccccc1 | -0.7 |
| Cc1ccc(S(=O)(=O)N(C)C[C@@H]2Oc3ccc(NC(=O)c4ccncc4)cc3C(=O)N([C@@H](C)CO)C[C@H]2C)cc1 | -0.1 |
| C[C@@H]1CN([C@@H](C)CO)C(=O)c2cc(NC(=O)Cn3cnnn3)ccc2O[C@@H]1CN(C)S(C)(=O)=O | 4.6 |
| CNC(=O)C[C@@H]1CC[C@H]2[C@@H](COc3ccc(NC(=O)C(C)C)cc3C(=O)N2C)O1 | 2.9 |
| COCCNC(=O)C[C@H]1C=C[C@@H](NS(=O)(=O)c2ccc(C)cc2)[C@H](CO)O1 | -2.4 |
| C[C@@H]1CN([C@H](C)CO)C(=O)c2cccc(NC(=O)Nc3ccc(F)cc3)c2O[C@@H]1CN(C)CC1CC1 | -1.1 |
| COCC(=O)Nc1ccc2c(c1)C(=O)N(C)[C@H]1CC[C@H](CC(=O)Nc3ccccc3)O[C@H]1CO2 | 0.0 |
| Cc1ccc(S(=O)(=O)Nc2ccc3c(c2)CC(=O)N([C@@H](C)CO)C[C@@H](C)[C@@H](CN(C)S(=O)(=O)c2ccc(F)cc2)O3)cc1 | -0.5 |
| C[C@@H]1CN([C@@H](C)CO)C(=O)c2cc(NS(=O)(=O)c3ccc(F)cc3)ccc2O[C@@H]1CN(C)CC1CCCCC1 | -3.3 |
| C[C@H]1CN([C@@H](C)CO)C(=O)c2cc(NC(=O)C3CC3)ccc2O[C@H]1CN(C)C(=O)Nc1ccccc1 | 2.8 |
| COc1ccc(NC(=O)N(C)C[C@H]2OCCCC[C@@H](C)Oc3ccc(NC(=O)Nc4c(C)noc4C)cc3C(=O)N([C@H](C)CO)C[C@H]2C)cc1 | -1.4 |
| COc1ccc(-c2ccc3c(c2)[C@@H]2[C@@H](CCN2S(=O)(=O)c2ccc(OC)cc2)[C@@H](CO)N3C)cc1 | -0.9 |

Later entries:
| SMILES | BioA inh |
| --- | --- |
| C[C@@H]1CN([C@@H](C)CO)C(=O)c2cccc(NS(=O)(=O)c3ccc(Cl)cc3)c2O[C@H]1CN(C)Cc1ccccc1 | 1.1 |
| CO[C@H]1CN(C)C(=O)c2ccc(NC(C)=O)cc2OC[C@@H](C)N(C(=O)C2CCOCC2)C[C@H]1C | 13 |
| CCCC(=O)Nc1ccc2c(c1)OC[C@H](C)N(C(=O)CN(C)C)C[C@@H](C)[C@@H](OC)CN(C)C2=O | 0.3 |
| C[C@H]1CN([C@@H](C)CO)C(=O)Cc2cc(NC(=O)CCC(F)(F)F)ccc2O[C@@H]1CN(C)S(=O)(=O)c1ccc(Cl)cc1 | -0.8 |
| CC(C)CC#Cc1cnc2c(c1)C(=O)N([C@@H](C)CO)C[C@H](C)[C@@H](CN(C)C(=O)c1ccc3c(c1)OCO3)O2 | 3.5 |
| COc1ccc(NC(=O)Nc2ccc3c(c2)[C@@H]2C[C@@H](CC(=O)NCC(F)(F)F)O[C@@H](CO)[C@@H]2O3)cc1 | 0.3 |
| O=C([C@H]1[C@H](CO)[C@H]2Cn3c(ccc(C4=CCCCC4)c3=O)[C@@H]1N2)N1CCCCC1 | -0.5 |
| C[C@H]1CN([C@@H](C)CO)C(=O)c2cccc(NC(=O)c3nc4ccccc4s3)c2O[C@H]1CN(C)S(=O)(=O)c1ccc(Cl)cc1 | -2.5 |
| CN1C(=O)c2cc(NC(=O)Cc3ccccc3)ccc2OC[C@H]2O[C@@H](CC(=O)NCc3ccc(Cl)cc3)CC[C@H]21 | -0.9 |
| COc1ccc(CN2C[C@@H](O)COC[C@H]3O[C@H](CC(=O)N4CCc5ccccc5C4)CC[C@@H]32)cc1 | 1.5 |
| CCS(=O)(=O)NCC[C@@H]1CC[C@@H](NC(=O)Nc2ccccc2)[C@H](CO)O1 | 0.9 |
| Cc1noc(C)c1S(=O)(=O)N(C)C[C@H]1OCCCC[C@H](C)Oc2ccc(NC(=O)Cc3ccccc3)cc2C(=O)N([C@H](C)CO)C[C@H]1C | 0.2 |
| C[C@@H]1CCCCO[C@H](CN(C)C(=O)C2CCCCC2)[C@@H](C)CN([C@H](C)CO)C(=O)c2cc(NC(=O)CCCCCC(=O)Nc3ccccc3N)ccc2O1 | -3.1 |
| COC(=O)[C@@]1(Cc2ccccc2CN=[N+]=[N-])N=C(c2ccc(OCCCO)cc2)O[C@H]1c1ccccc1 | -0.5 |
| C[C@@H]1CN([C@@H](C)CO)C(=O)Cc2cc(NC(=O)C3CCCCC3)ccc2O[C@@H]1CN(C)S(=O)(=O)c1ccc(F)cc1 | 1.2 |
| C[C@@H]1CN([C@@H](C)CO)C(=O)CCCn2cc(nn2)CO[C@H]1CN(C)Cc1ccc2c(c1)OCCN2C | -1.1 |
| C[C@@H]1CN([C@@H](C)CO)C(=O)c2cc(NC(=O)CCC(F)(F)F)ccc2O[C@@H](C)CCCCO[C@H]1CN(C)C(=O)C1CCCCC1 | -0.3 |
| C[C@@H]1CN([C@@H](C)CO)C(=O)Cc2cc(NC(=O)Nc3ccc(C(F)(F)F)cc3)ccc2O[C@@H]1CN(C)S(=O)(=O)c1cn(C)cn1 | 1.0 |
| CN1CCN(C(=O)C[C@H]2CC[C@H]3[C@@H](COC[C@H](O)CN3C(=O)Nc3ccc(Cl)cc3)O2)CC1 | 0.7 |
